# Screens as filed in PubChem.
# L929 necroptosis = L929 zVAD cell death inhibition | L929 zVAD necroptosis rescue, ATP luminescence, 24 h; with zVAD 60 µM | 0.38% of 220,000 active | viability rescue, % at 10 µM;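 active means activation, scaled between plate controls, above about 75%, limit read from the data; inactive means activation under that limit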;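 further: 0% = zVAD with DMSO and 100% = DMSO alone without zVAD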
# Thrombin inh = inhibitors of human thrombin | 0.26% of 220,000 active | inhibition, % at 5 µM | P00734 | AID 1046 | alpha-thrombin, Boc-VPR-AMC fluorogenic substrate cleavage;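 active means inhibition at or above 40%; inactive means inhibition below 40%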;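 further: 0% = enzyme with no compound and 100% = wells without enzyme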
#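 System: Human alpha-thrombin protein | Medium: pH 7.5 Tris (50 mM) with NaCl 150 mM, Tween 20 0.05% | Times: Enzyme reaction carried out at room temperature | Detection: AMC fluorescence, 355/460 nm | Evaluation: Percent inhibition scaled between no-compound controls and no-enzyme blanks | Benchmarks: Enzyme without compound as high, wells lacking enzyme as low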
# hK5 inh = inhibitors of human kallikrein 5 | 0.59% of 210,000 active | inhibition, % at 5 µM | AID 873 | recombinant hK5, fluorogenic AMC substrate cleavage;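 active means inhibition of 40% or more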;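 further: 0% = enzyme controls without compound and 100% = no-enzyme blanks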
# Target sequence (Q9Y337 67-293 limits assumed): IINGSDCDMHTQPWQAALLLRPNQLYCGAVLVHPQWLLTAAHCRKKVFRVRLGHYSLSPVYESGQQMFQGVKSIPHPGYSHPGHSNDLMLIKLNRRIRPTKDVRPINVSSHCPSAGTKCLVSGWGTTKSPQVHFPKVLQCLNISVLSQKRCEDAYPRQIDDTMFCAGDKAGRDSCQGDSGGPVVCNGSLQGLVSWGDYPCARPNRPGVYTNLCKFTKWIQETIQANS
# Hck-Nef inh = blocks Nef-activated human Hck kinase; P08631; Recombinant Hck-YEEI plus Nef, Z-Lyte FRET kinase assay; inhibition, % at 20 µM; 0.68% of 220,000 active; AID 463187;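 active means Hck-Nef kinase inhibition above about 50%, limit read from the data; inactive means inhibition below that limit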;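 further: 0% = DMSO with Hck plus Nef and 100% = Hck alone without Nef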
# FXIIa inh = factor XIIa (human) inhibition; P00748; purified FXIIa, Boc-QGR-AMC fluorogenic substrate, 2 h; inhibition, % at 5 µM; 0.3% of 220,000 active; in the data active means inhibition above about 40%;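 further: 0% = enzyme with no compound and 100% = blank without enzyme; many of its hits are not listed in these tables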
# Rad51 HR inh = Rad51 (human) homologous recombination inhibition | Q06609 | hRad51 DNA strand exchange, fluorescence dequenching | inhibition, % at 10 µM | 0.085% of 200,000 active;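 active means inhibition above 40% at the single screening dose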;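 further: 0% = DMSO control wells and 100% = blanks with heterologous ssDNA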
# Target sequence (Q06609 whole entry, looked up): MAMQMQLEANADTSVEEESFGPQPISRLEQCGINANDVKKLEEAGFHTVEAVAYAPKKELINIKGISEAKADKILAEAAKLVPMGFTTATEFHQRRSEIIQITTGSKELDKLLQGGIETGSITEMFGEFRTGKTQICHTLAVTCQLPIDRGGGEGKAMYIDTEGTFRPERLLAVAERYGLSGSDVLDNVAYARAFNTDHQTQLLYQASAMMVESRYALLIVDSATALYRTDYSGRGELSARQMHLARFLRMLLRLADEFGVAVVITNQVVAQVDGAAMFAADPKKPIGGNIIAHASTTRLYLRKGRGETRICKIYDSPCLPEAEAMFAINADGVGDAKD
#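 material = hRad51 filaments on single-stranded DNA | timing = filaments 15 min 37 °C, then compound 30 min | signal = FRET fluorescence dequenching, excitation 485 nm, emission 520 nm | benchmarks = control wells and blank wells on each plate | evaluation = percent inhibition relative to plate controls and blanks | compound = 10 µM final, single point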
# TNF necrop inh = blocks TNF-alpha induced death of Jurkat FADD-/- cells; Jurkat FADD-/- TNF necroptosis rescue, ATP luminescence, 24 h; 0 = TNF only, 100 = no-TNF cells; activation (protection from cell death), % at 10 µM; 0.068% of 220,000 active;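 active means activation, meaning protection from cell death, of at least 50% relative to plate controls; inactive means activation below 50%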;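 further: necroptosis triggered by 40 ng/mL TNF-alpha added together with compound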
# FXIa inh = blocks human coagulation factor XIa protease activity | P03951 | purified FXIa, Boc-Glu-Ala-Arg-AMC fluorogenic substrate | inhibition, % at 5 µM | 0.14% of 220,000 active;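 active means inhibition of at least 40%; inactive means inhibition below 40%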;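 further: fluorescence of freed AMC excited at 355 nm; 0% = enzyme without compound and 100% = no enzyme blank; many of its hits are not listed in these tables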
# KCC2 mod = modulates chloride dependent transport by human KCC2; Q9H2X9; KCC2 cells, thallium flux FluoZin-2 fluorescence; B-score of Tl+ flux slope (higher = more flux/activation; lower = inhibition) at 10 µM; 2.2% of 190,000 active; AID 1456;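 active means thallium flux slope and its plate-corrected score both differing from the plate sample mean at a set confidence after two filtering rounds, in either direction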;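 further: slope of fluorescence scaled to starting intensity during 10 to 20 s after thallium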
# * marks the source's active call; other numbers are inactive results; x = no result given.
no.	Compound	FXIa inh	FXIIa inh	Hck-Nef inh	Thrombin inh	TNF necrop inh	L929 necroptosis	Rad51 HR inh	KCC2 mod	hK5 inh
1	Cc1ccc([N+](=O)[O-])cc1S(=O)(=O)Nc1ccc(N2CCOCC2)cc1	-4	x	-26	-7	0.9	2.6	5	0.42	-7
2	O=C(c1ccc([N+](=O)[O-])cc1)N1CCSC1c1ccccc1Cl (stereo not drawn)	0	16	1	0	51*	-0.7	-3	0.22	1
3	O=C(/C=C/c1ccco1)Nc1ccccc1C(=O)O	-1	6	55*	1	-2.3	4.2	7	0.56	-6
4	CCCc1cc(=O)[nH]c(SCC(=O)NC2CCCCC2)n1	0	10	-2	0	0.6	-0.3	3	x	-11
5	COC(=O)c1ccccc1NC(=O)C(=O)NCc1ccncc1	0	2	6	9	-0.8	6.8	11	0.32	-13
6	CN1CCN(/N=C/c2ccc(-c3ccc([N+](=O)[O-])cc3Cl)o2)CC1	-4	6	-18	2	4.3	11	-59	2.7	-9
7	COc1cc2c(cc1OC)C(c1cccc([N+](=O)[O-])c1)NC(=O)C2 (stereo not drawn)	-4	6	13	-11	-1.0	-0.8	9	-0.53	1
8	O=C(NCc1ccc(F)cc1)C1C2C=CC3(CN(Cc4cccnc4)C(=O)C13)O2 (stereo not drawn)	7	11	-2	3	-1.5	-0.1	3	0.67	7
9	CC(C)(C)C1CCc2c(sc3c2C(=O)NC(c2ccco2)N3)C1 (stereo not drawn)	10	14	5	5	-2.3	0.4	7	-0.21	8
10	Cn1c(=O)c([N+](=O)[O-])c(NCc2ccc3c(c2)OCO3)c2ccccc21	-2	1	11	1	2.1	0.9	-2	-2	-4
11	Cc1cc(C(=O)CC#N)c(C)n1-c1ccc(OC(F)F)cc1	4	-8	4	6	-3.5	0.0	-3	-0.49	-8
12	O=C1CCCN1CCCN=c1c([N+](=O)[O-])nn(-c2ccc(Cl)cc2)n1O	28	16	-12	32	-5.1	-1.4	-17	0.36	8
13	COCCNCCCOc1ccc(C(C)(C)c2ccccc2)cc1	3	13	-3	-8	1.2	-0.1	-8	-0.12	-17
14	O=C(Nc1nnc(-c2ccccc2)o1)C1CCCCC1	6	13	7	-3	2.8	1.2	0	x	2
15	COc1ccc(NS(=O)(=O)c2cccc(NC(=O)NC3CCCCC3)c2)cc1	7	12	5	-5	4.9	0.7	-5	0.28	-11
16	CCOc1ccc(/C=N/NC(=O)Cc2csc(Nc3cccc(C(F)(F)F)c3)n2)c(OCC)c1	2	4	0	-4	0.1	0.7	-3	1.2	11
17	CC(=O)c1cccc(NC(=O)NCCc2c[nH]c3ccccc23)c1	-3	1	15	-8	1.5	0.6	10	0.074	-2
18	O=C(CCCN1C(=O)/C(=C/c2ccccc2Cl)SC1=S)NNC(=O)c1ccc(Cl)cc1	-2	6	26	-5	-11	-1.5	6	1.6	0
19	O=C(O)c1ccc(COc2ccccc2[N+](=O)[O-])o1	9	10	0	-5	0.5	-0.3	-3	0.082	-1
20	COc1cc(/C=N/NC(=O)C(Cc2c[nH]c3ccccc23)NC(=O)OCc2ccccc2)cc([N+](=O)[O-])c1O (stereo not drawn)	10	10	5	2	1.4	0.4	x	-2.3	-2
21	CCC(=O)N1CCC2(CC1)Oc1ccc(Cl)cc1C(=O)C21CC(c2cccnc2)=NO1 (stereo not drawn)	5	13	26	0	-0.2	-0.3	-4	0.46	7
22	CCc1cc(C(=O)OC)c(NC(=O)CC2Sc3ccc(C(F)(F)F)cc3NC2=O)s1 (stereo not drawn)	6	9	4	-2	1.5	2.6	-3	1	-5
23	Cc1ccc(CCNC(=O)c2coc3nc4ccccc4nc23)cc1	1	12	1	3	-4.2	1.1	x	0.27	-10
24	CCc1ccc(N2C(=O)C3C4CCC(C4=C(C)C)C3C2=O)cc1 (stereo not drawn)	3	2	1	-4	0.6	-0.1	2	-0.17	-12
25	Cc1nn(-c2ccccc2)c2c1C1(C(=O)N(C)c3ccccc31)N(c1ccccc1)C(=O)N2 (stereo not drawn)	-5	5	2	1	-0.9	0.0	5	x	-13
26	CCOC(=O)c1cccc(C(=O)Nc2nc3ccc(OC)cc3s2)n1	2	7	23	-8	-0.3	0.5	-11	91*	-5
27	CCOC(=O)c1sc(NC(=O)c2cc(S(=O)(=O)N3CCOCC3)ccc2C)nc1C	-5	5	0	-3	0.4	0.0	-1	-0.21	-4
28	COc1cc(OC)c(C2N(c3ccccn3)C(=O)C3CCCN32)cc1OC (stereo not drawn)	-15	-4	-1	0	0.8	0.7	4	x	-3
29	c1ccc2[nH]c(N3CCOCC3)nc2c1	2	15	-8	4	-1.0	-0.5	-5	0.47	-7
30	CCC(=O)NC(=S)Nc1cccc(-c2nc3ncccc3o2)c1	-6	7	-1	1	0.2	-0.5	x	-1.5	-8

# Of the compounds above, 2 contain a thiophene ring, fused or not.
no.	Compound	FXIa inh	FXIIa inh	Hck-Nef inh	Thrombin inh	TNF necrop inh	L929 necroptosis	Rad51 HR inh	KCC2 mod	hK5 inh
9	CC(C)(C)C1CCc2c(sc3c2C(=O)NC(c2ccco2)N3)C1 (stereo not drawn)	10	14	5	5	-2.3	0.4	7	-0.21	8
22	CCc1cc(C(=O)OC)c(NC(=O)CC2Sc3ccc(C(F)(F)F)cc3NC2=O)s1 (stereo not drawn)	6	9	4	-2	1.5	2.6	-3	1	-5

# (further entries)
no.	Compound	FXIa inh	FXIIa inh	Hck-Nef inh	Thrombin inh	TNF necrop inh	L929 necroptosis	Rad51 HR inh	KCC2 mod	hK5 inh
31	CCc1ccccc1N1CCN(S(=O)(=O)c2ccc(F)c(C)c2)CC1	-4	-6	0	-4	-0.2	0.1	-6	-0.75	8
32	CCCn1c(SCC(=O)Nc2c(CC)cccc2CC)nnc1C(C)C	1	9	-2	3	0.6	-0.2	-3	1.5	-9
33	Cc1nc(N2CCN(Cc3ccc4c(c3)OCO4)CC2)nc2c1C(=O)CC(c1ccco1)C2 (stereo not drawn)	-13	-12	1	-1	-13	0.0	0	-0.01	-1
34	COc1ccc(CCNC(=O)CSc2nnc(Cc3csc(N)n3)n2C)cc1OC	7	13	12	6	0.2	0.8	-4	0.45	0
35	Cc1ccccc1N1CC(O)(c2cccs2)[N+]2=C1CCCC2 (stereo not drawn)	-2	7	21	-2	1.2	-1.0	2	0.22	1
36	O=C(CNC(=O)c1ccncc1)N/N=C/c1ccccn1	-4	5	12	-1	-0.2	2.6	-5	0.65	-2
37	Cc1nn(C)c(C)c1N=Cc1c(O)ccc2ccccc12	4	16	5	-8	-9.1	0.4	-2	0.72	-22
38	CCOC(=O)N1CCN(S(=O)(=O)c2ccc3c(c2)CCN3C(=O)CC)CC1	9	12	-1	-12	0.0	1.5	3	0.42	-17
39	Cc1nc(N2CCOCC2)[nH]c(=O)c1C	-3	6	21	-6	0.5	7.0	5	0.018	0
40	COc1ccc(N(C)C(=O)Nc2ccc3nsnc3c2)cc1	-1	6	22	-1	0.5	55	1	0.22	-1
41	Cc1ccccc1CNC(=O)Nc1cccs1	4	5	1	2	1.4	0.3	2	-0.9	-11
42	CCN(CC)S(=O)(=O)c1ccc(Cl)c(NC2=NCCCCC2)c1	-6	8	17	-4	0.8	0.1	5	0.47	-3
43	CC(C)COc1ccc(/C(O)=C2/C(=O)C(=O)N(CCN(C)C)C2c2ccncc2)cc1 (stereo not drawn)	21	31	3	5	-3.0	-0.2	-4	0.49	1
44	Cc1nc2ccc(NS(=O)(=O)c3ccc4c(c3)OCCO4)cc2s1	9	3	8	0	-16	0.2	8	0.046	-23
45	COC(=O)C1CCN(C(=O)CSc2nnc(-c3ccncc3)o2)CC1	-6	6	-1	-5	-0.7	0.8	3	-0.34	0
46	CN(C(=O)c1ccc(OC2CCN(CCc3ccccc3)CC2)cc1)C1CCOCC1	1	8	-14	-3	0.6	-0.9	x	x	6

# In the list so far, these contain an aryl methoxy group.
no.	Compound	FXIa inh	FXIIa inh	Hck-Nef inh	Thrombin inh	TNF necrop inh	L929 necroptosis	Rad51 HR inh	KCC2 mod	hK5 inh
7	COc1cc2c(cc1OC)C(c1cccc([N+](=O)[O-])c1)NC(=O)C2 (stereo not drawn)	-4	6	13	-11	-1.0	-0.8	9	-0.53	1
15	COc1ccc(NS(=O)(=O)c2cccc(NC(=O)NC3CCCCC3)c2)cc1	7	12	5	-5	4.9	0.7	-5	0.28	-11
20	COc1cc(/C=N/NC(=O)C(Cc2c[nH]c3ccccc23)NC(=O)OCc2ccccc2)cc([N+](=O)[O-])c1O (stereo not drawn)	10	10	5	2	1.4	0.4	x	-2.3	-2
26	CCOC(=O)c1cccc(C(=O)Nc2nc3ccc(OC)cc3s2)n1	2	7	23	-8	-0.3	0.5	-11	91*	-5
28	COc1cc(OC)c(C2N(c3ccccn3)C(=O)C3CCCN32)cc1OC (stereo not drawn)	-15	-4	-1	0	0.8	0.7	4	x	-3
34	COc1ccc(CCNC(=O)CSc2nnc(Cc3csc(N)n3)n2C)cc1OC	7	13	12	6	0.2	0.8	-4	0.45	0
40	COc1ccc(N(C)C(=O)Nc2ccc3nsnc3c2)cc1	-1	6	22	-1	0.5	55	1	0.22	-1

# This is a subset. The share of hits here may be higher or lower than overall.
